LGR2 antag: Drosophila LGR2 receptor signaling inhibition | HEK293 LGR2, CRE-luciferase, bursicon-stimulated, 4 h | inhibition, % at 9.99 µM | hit rate 0.35% among 380,000;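 active means drop in luminescence signal, shown as inhibition above about 50% in the replicate tests, limit read from the data, passing the limit was not always enough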;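 further: agonist challenge used bursicon conditioned medium at about half maximal strength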
PGC1a acetyl inh: PGC1a acetylation modulation, inhibitor mode; U2OS PGC1a acetylation, AlphaScreen anti-acetyl-lysine; with virally co-expressed GCN5 acetyltransferase; inhibition, % at 15.6 µM; hit rate 0.17% among 350,000; AID 651687;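 active means every replicate shows inhibition of at least 40%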;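 further: 0% = neutral control wells and 100% = positive control wells; some results beyond the cut were filed as inactive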
S100A4 inh HTS: S100A4-myosin IIA interaction inhibition | S100A4/TAMRA-MyoIIA peptide fluorescence polarization | inhibition, % at 10.7 µM | P26447 | hit rate 0.14% among 360,000;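 active means mean inhibition of at least 70% across replicates, with every replicate also reaching that level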
Target sequence (P26447 whole entry, looked up): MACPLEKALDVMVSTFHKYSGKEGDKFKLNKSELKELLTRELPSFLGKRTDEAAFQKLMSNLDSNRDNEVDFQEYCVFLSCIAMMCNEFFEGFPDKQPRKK
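Test system: S100A4 monomer protein. Medium: HEPES buffer with Ca2+, pH 7.2. Reagent: fluorescent myosin IIA peptide, 5 nM. Compound dosing: single-point compound testing. Timing: 5 min between mix addition and reading. Benchmarks: DMSO neutral and TFP positive wells.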
C2C12 statin: suppression of simvastatin myotoxicity | C2C12 myotubes + simvastatin, ATP luminescence, 48 h; scaled: DMSO 0, geranylgeraniol control 100 | rescue of ATP level, % at 7.49 µM | hit rate 0.78% among 330,000 | AID 602340;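 active means mean ATP rescue above about 67%, or every replicate alone reaching that limit, limit read from the data, passing the limit was not always enough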;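 further: myotubes were challenged with 10 µM simvastatin during compound exposure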
ERAP1 inh: ERAP1 (human) enzyme inhibition | Q9NZ08 | recombinant ERAP1, Leu-AMC fluorescence, 60 min | inhibition, % at 10.7 µM | hit rate 0.15% among 340,000 | AID 652197;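 active means mean replicate inhibition of at least 30%, or all replicates individually reaching that 30% level; inactive means mean below 30% and not every replicate reaching it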;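 further: 0% = neutral control wells and 100% = L-leucinethiol positive control wells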
Target sequence (Q9NZ08 whole entry, looked up): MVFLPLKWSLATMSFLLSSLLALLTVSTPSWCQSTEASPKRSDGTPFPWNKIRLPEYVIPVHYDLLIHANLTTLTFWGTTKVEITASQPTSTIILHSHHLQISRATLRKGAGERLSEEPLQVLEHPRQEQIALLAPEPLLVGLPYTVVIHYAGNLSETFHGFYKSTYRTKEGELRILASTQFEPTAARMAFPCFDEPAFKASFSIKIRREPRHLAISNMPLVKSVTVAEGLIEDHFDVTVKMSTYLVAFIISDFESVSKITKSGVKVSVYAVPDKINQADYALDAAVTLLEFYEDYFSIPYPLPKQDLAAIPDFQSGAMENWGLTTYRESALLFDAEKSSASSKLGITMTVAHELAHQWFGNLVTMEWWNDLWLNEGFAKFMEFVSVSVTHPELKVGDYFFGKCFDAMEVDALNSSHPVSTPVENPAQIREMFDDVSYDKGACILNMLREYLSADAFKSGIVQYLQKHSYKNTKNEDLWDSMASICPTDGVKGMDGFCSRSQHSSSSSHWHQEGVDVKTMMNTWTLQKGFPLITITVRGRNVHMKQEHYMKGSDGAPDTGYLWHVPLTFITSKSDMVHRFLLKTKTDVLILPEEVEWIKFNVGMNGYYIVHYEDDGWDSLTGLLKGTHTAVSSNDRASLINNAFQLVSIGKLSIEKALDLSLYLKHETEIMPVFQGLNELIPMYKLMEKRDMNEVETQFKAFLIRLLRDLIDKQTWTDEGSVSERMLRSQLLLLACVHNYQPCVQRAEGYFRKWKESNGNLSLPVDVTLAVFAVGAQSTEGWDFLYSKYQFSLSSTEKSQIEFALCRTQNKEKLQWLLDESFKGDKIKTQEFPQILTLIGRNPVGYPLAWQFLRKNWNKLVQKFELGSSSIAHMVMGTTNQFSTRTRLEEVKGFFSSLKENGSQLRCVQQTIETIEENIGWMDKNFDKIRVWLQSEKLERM
SIRT5 block: sirtuin-5 (human) deacylase inhibition; Purified SirT5, succinyl-peptide AMC, trypsin-coupled fluorescence; inhibition, % at 15 µM; hit rate 1.1% among 330,000; AID 652115; in the data active means inhibition above about 15%
Cneo AK release: Cryptococcus neoformans lysis via adenylate kinase release; C. neoformans lysis, adenylate kinase release luminescence, 4 h; normalised: neutral wells 0, clomiphene wells 100; lysis activity, % at 15 µM; hit rate 0.2% among 360,000; AID 651654;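 active means mean lysis activity across replicates of at least 80%, whatever share of replicates individually reach that level; inactive means mean lysis activity below 80%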
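Signal: Adenylate kinase release luminescence | Assay system: Log-phase Cryptococcus neoformans yeast cells | Input: Cells at 5 × 10^6 per mL | Buffer or medium: Fresh YPD growth medium | Compound: Single dose | Schedule: Static 4 h at 37 °C with compound, 1 h detection | Controls: Clomiphene | Read-out: Luminescence rise reflecting yeast cell lysis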
XiGFP reactiv: reactivates the inactive X chromosome in mouse fibroblasts; XiGFP mouse fibroblasts, % GFP-positive cells imaging, 3 d; cells co-treated with 5-aza-dC sensitizer; scaled so ellipticine positive control = 100%; hit rate 0.055% among 360,000; activation, % at 7.58 µM; AID 743238;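 active means mean normalized replicate activation at least 10% and every replicate at or above 10%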;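 further: 0% = median of on-plate neutral control wells and 100% = ellipticine 6 µM median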
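Assay system – SV40-immortalized XiGFP fibroblast cells, line 68-5-11 · Buffer or medium – DMEM supplemented with 5-aza-dC as sensitizing agent · Dosing – one concentration, pinned · Benchmarks – positive control ellipticine, 6 µM final · Times – 3 days compound exposure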
Numbers without * were called inactive; nt = no result given. Not all compounds are listed; count on the stated rates, not on these rows.

SMILES	LGR2 antag	PGC1a acetyl inh	S100A4 inh HTS	C2C12 statin	ERAP1 inh	SIRT5 block	Cneo AK release	XiGFP reactiv
O=C(N=C1SC2CS(=O)(=O)CC2N1Cc1ccccc1Cl)C1CCCO1 (stereo unspecified)	12	5	-3	14	-4	-7	0	-0.1
CN1OC[C@@H]2CN(C(=O)C(C)(C)C)[C@H](c3cccc(N4CCOCC4)c3)C[C@@H]21	1	6	-20	-3	-6	4	2	nt
C/C(=N\Nc1cccc(Cl)c1)C1(C)N(O)C(C)(C)C(c2ccco2)=[N+]1[O-] (stereo unspecified)	-19	-7	-1	nt	nt	-2	-1	0.1
O=C(Cn1ncc2c1-c1ccccc1OC2)N(Cc1ccco1)C1CCCCC1	1	1	2	24	5	0	0	0.1
CCCNC(=O)N(C)C[C@H]1Oc2cc(C#CCOC)ccc2S(=O)(=O)N([C@@H](C)CO)C[C@@H]1C	-12	-3	1	-1	-2	1	0	-0.1
CSc1ccc(/C=C(\NC(=O)c2ccc(C)cc2)C(=O)Nc2cccc(C)c2)cc1	14	11	nt	nt	nt	nt	3	0.0
CCCNC(=O)c1cc(C2CCCCN2C(=O)c2ccc(C(C)C)cc2)on1 (stereo unspecified)	9	4	8	7	-14	5	-7	0.3
O=C(Nc1ccc(Cl)cc1)Nc1ccon1	-7	nt	-1	-8	-7	-4	-6	0.2
Cc1cc(F)ccc1S(=O)(=O)N1CCCCC1CCNC(=O)C(=O)NCCN1CCOCC1 (stereo unspecified)	3	-5	0	8	-1	-1	2	-0.1
CCOc1ccc2nc(NC(=O)c3cccc(N4C(=O)CCC4=O)c3)sc2c1	1	nt	-11	-5	0	-3	-1	0.0
Cc1ccc(C(=O)CCS(=O)(=O)c2ccc(F)cc2)cc1	4	nt	-5	nt	-2	-2	-26	0.2
CCN(C(=O)C(C)OC(=O)CCCNC(=O)c1ccc(Cl)cc1)c1ccccc1 (stereo unspecified)	2	nt	-9	-19	4	-2	1	-0.1
COc1ccc(-c2ccc([C@@H]3[C@@H](CO)N4CCCCN(C(=O)NC(C)C)C[C@@H]34)cc2)cc1	5	-5	2	13	0	-3	-1	0.0
COc1cc(/C=C2/NC(=O)N(CC(=O)Nc3cccc(C)c3)C2=O)ccc1OCC(N)=O	10	1	-5	6	-2	7	-1	0.0
O=[N+]([O-])c1cccc(Nc2c3ccccc3nc3ccccc23)c1	16	9	2	nt	nt	nt	nt	0.0
CCCCN(C(=O)CNC(=O)c1ccco1)C(C(=O)NC1CCCCC1)c1cccnc1 (stereo unspecified)	17	nt	-1	0	-3	-7	6	0.0
COc1ccccc1S(=O)(=O)N[C@@H]1CC[C@H](CC(=O)N2CCOCC2)O[C@H]1CO	3	-2	5	3	0	1	3	-0.2
CCOc1ccc(C(C)NC(=O)c2cc(=O)[nH]c3ccccc23)cc1OCC (stereo unspecified)	1	nt	0	30	0	-4	-7	0.5
COC(=O)C[C@@H]1CC[C@H]2[C@H](COc3ccc(NC(=O)c4ccc(OC)cc4)cc3C(=O)N2C)O1	-14	-5	4	-20	0	6	-6	-0.1
Cc1cc(C)nc(NS(=O)(=O)c2ccc(NC(=O)C(C)Oc3ccccc3F)cc2)n1 (stereo unspecified)	5	9	-3	13	-3	7	1	0.4
CCCCc1c(-c2ccccc2OC)ncn1C1CCCC1	-5	nt	-7	nt	-4	0	nt	0.0
COC(=O)c1ccc(COc2ccc(C=O)cc2)o1	-10	7	13	4	nt	-2	-1	-0.2
CC(=O)N1c2ccccc2NC2=C(C(=O)CCC2)C1c1ccc(F)cc1 (stereo unspecified)	-19	4	nt	5	nt	nt	0	nt
Cc1nc(SCc2ccc(F)cc2)c2oc3ccccc3c2n1	1	nt	12	9	-1	0	-6	3.4
CN(C)C(=O)C[C@H]1C=C[C@H](NC(=O)Nc2cccc(F)c2)[C@H](CO)O1	18	-20	-3	6	5	1	-5	0.0
COc1ccc(C)cc1-n1c(SCC(=O)NC2CC2)nc2ccccc2c1=O	3	nt	-1	5	-6	-1	2	0.2
Cc1nc2ncnn2c(C)c1Cc1ccccc1Cl	-6	14	25	0	0	-3	4	0.1
CC(C)C(NS(=O)(=O)c1ccccc1)C(=O)N1CCCC1 (stereo unspecified)	3	17	-5	3	-1	0	2	0.1
COc1ccccc1-c1csc(NC(=O)c2ccc(N3C(=O)CCC3=O)cc2)n1	8	nt	-6	nt	-1	4	nt	0.0
C[C@@H]1CN([C@H](C)CO)C(=O)Cc2cc(NS(=O)(=O)c3cn(C)cn3)ccc2O[C@@H]1CN(C)C(=O)Nc1ccc2c(c1)OCO2	5	1	4	-21	-1	-1	0	0.3
C[C@H]1CN([C@@H](C)CO)C(=O)c2cc(-c3ccc(C(=O)N(C)C)cc3)cnc2O[C@H]1CN(C)Cc1ccc(C(=O)O)cc1	4	24	3	-20	0	1	-2	1.1
CCOC(=O)CN1C(=O)CN(c2ccc(C)c(C)c2)C1=O	-1	-4	nt	-7	nt	nt	0	0.5
CCC(C)C(=O)Nc1nc(C)c(-c2csc(Nc3ccc(Cl)cc3)n2)s1 (stereo unspecified)	9	-11	3	-44	2	nt	0	0.0
C[C@H](CO)N1C[C@H](C)[C@H](CN(C)C(=O)Cc2cccnc2)Oc2cc(C#CC3(O)CCCC3)ccc2S1(=O)=O	3	4	-6	-26	0	-11	0	-0.5
O=C(COC(=O)CNC(=O)c1ccccc1Cl)NC1CC1	-22	-1	3	0	1	0	4	0.0
COc1ccc(N(CC(=O)NCCC2=CCCCC2)S(=O)(=O)c2ccccc2F)cc1	12	-10	-4	1	0	-2	7	0.1
COc1ccc(C2C3=C(CC(C)(C)CC3=O)OC(N)=C2[N+](=O)[O-])cc1 (stereo unspecified)	12	nt	-15	nt	-1	-3	nt	0.0
COc1ccc(S(=O)(=O)N(C)C[C@H]2OCCCC[C@H](C)Oc3ccc(NC(=O)Nc4ccc5c(c4)OCO5)cc3C(=O)N([C@H](C)CO)C[C@@H]2C)cc1	15	-4	-49	12	-2	1	-1	0.0
CCC(=O)N1CCN(CCN=CC2=C(O)CC(c3cccs3)CC2=O)CC1 (stereo unspecified)	-1	-1	2	15	3	3	0	nt
C[C@@H]1CCCCO[C@H](CN(C)C(=O)c2ccncc2)[C@H](C)CN([C@H](C)CO)C(=O)c2cc(NS(=O)(=O)c3ccc(F)cc3)ccc2O1	17	-1	5	nt	-1	-2	-5	0.1
O=C(C1CCOCC1)N1C[C@H]2[C@@H](c3ccccc31)[C@@H](CO)N2C(=O)c1ccccc1	-5	7	-5	-10	4	-1	-5	0.3
CC(C)(C)c1ccc(C(=O)NCCOc2ccccc2)cc1	62*	5	3	19	-2	4	-4	0.0
CCCN(C(=O)C(=O)Nc1ccc2nc3n(c(=O)c2c1)CCCCC3)c1ccc(OCC)cc1	5	-3	-1	4	nt	0	0	0.2
C/C(CC(=O)Nc1cccc2c1CCCC2)=N\NC(=O)COc1ccccc1	8	-7	nt	nt	nt	nt	-5	0.0
COC(=O)c1ccc(C23CC4(C2)[C@H](CN(C)[C@@H]4c2ccccc2)C3c2ccccc2)cc1 (stereo partly specified)	2	-11	-33	29	4	-1	0	0.3
Cc1c(CCOC(=O)C23CC4CC(CC(C4)C2)C3)sc[n+]1Cc1ccccc1	3	nt	7	6	-2	-5	1	-0.1
COc1ccc(NC(=O)C(c2cc3c(cc2[N+](=O)[O-])OCO3)N2CCN(C=O)CC2)cc1 (stereo unspecified)	-24	nt	6	nt	0	1	nt	0.2
CCCN1C[C@@H](C)[C@H](OC)CN(C)C(=O)c2ccc(NC(=O)c3ccc(F)cc3)cc2OC[C@@H]1C	0	-8	nt	8	nt	nt	-4	-0.2
O=C(CCc1ccccc1)NCCS(=O)(=O)N1CCN(c2ccccc2)CC1	15	2	0	20	-6	2	-2	0.5
C[C@H](CO)N1C[C@H](C)[C@@H](CN(C)S(=O)(=O)c2ccccc2)Oc2ccc(NC(=O)c3ccncc3)cc2CC1=O	-8	1	1	4	5	3	-45	0.0
CCOc1ccc(N(CC(=O)NC2CCCC2)S(=O)(=O)c2ccccc2)cc1	-18	-18	-3	-2	-2	nt	-2	0.2
O=C(NC[C@@H]1N[C@@H](CO)[C@H]1c1ccccc1)C1CC1	-4	1	-6	0	1	-1	0	0.0
CC(C)NC(=O)N(C)C[C@H]1OCCCC[C@@H](C)Oc2ccc(NS(=O)(=O)c3ccc(Cl)cc3)cc2C(=O)N([C@@H](C)CO)C[C@H]1C	-8	-5	5	nt	-1	4	-3	-0.1
Cc1ccc(-c2ccc([C@H]3[C@H](CO)N4C(=O)CN(C(=O)c5ccc(F)cc5)C[C@@H]34)cc2)cc1	-21	7	2	nt	4	-1	nt	0.0
Cc1ccc(S(=O)(=O)NCCC(=O)NC(C)CCc2ccccc2)cc1 (stereo unspecified)	-3	-3	2	1	0	3	2	0.0
CN(CC(=O)NC(=O)NCc1ccccc1)CC(=O)Nc1ccc(Cl)c(Cl)c1	14	6	-2	-2	-2	-3	0	0.1
CCN(CC)CCn1c2c(c(SCC(=O)NCc3ccccc3)nc1=O)CCC2	-7	-11	-10	3	-2	-2	4	0.0
Cc1cc(NC(=O)COC(=O)c2cc([N+](=O)[O-])ccc2N2CCOCC2)ccc1Br	12	nt	1	nt	4	2	-8	0.0
CCOCCCNCc1ccc(OC)cc1	-2	8	nt	6	nt	nt	-2	nt
Cc1nc(N2CCN(c3ccccn3)CC2)c2c(C)c(C(=O)N3CCN(c4ccc(F)cc4)CC3)sc2n1	46	nt	3	-22	-1	1	1	0.2
(list continues)
SMILES	LGR2 antag	PGC1a acetyl inh	S100A4 inh HTS	C2C12 statin	ERAP1 inh	SIRT5 block	Cneo AK release	XiGFP reactiv
C[C@H](CO)N1C[C@H](C)[C@H](CN(C)Cc2ccccc2)OCCCC[C@H](C)Oc2ccc(NS(=O)(=O)c3ccc(F)cc3)cc2C1=O	7	8	8	nt	0	3	2	0.0
CCOC(=O)C1=C(CNCCOc2ccc(OC)cc2)NC(=O)NC1c1ccc2c(c1)OCO2 (stereo unspecified)	-12	5	3	nt	0	-3	nt	0.0
CN(C)S(=O)(=O)c1ccc(C(=O)OCC(=O)c2ccc3c(c2)NC(=O)CO3)cc1	-11	10	0	-5	nt	0	-4	0.2
CC(=O)c1sc(N/N=C/c2ccc(C(C)C)cc2)nc1C	-72	nt	-7	nt	0	-2	nt	0.1

Profiles, looked up by structure.
CC(=O)c1sc(N/N=C/c2ccc(C(C)C)cc2)nc1C in the list: LGR2 antag: -72; PGC1a acetyl inh: nt; S100A4 inh HTS: -7; C2C12 statin: nt; ERAP1 inh: 0; SIRT5 block: -2; Cneo AK release: nt; XiGFP reactiv: 0.1
CCOC(=O)C1=C(CNCCOc2ccc(OC)cc2)NC(=O)NC1c1ccc2c(c1)OCO2 (stereo unspecified) in the list: LGR2 antag: -12; PGC1a acetyl inh: 5; S100A4 inh HTS: 3; C2C12 statin: nt; ERAP1 inh: 0; SIRT5 block: -3; Cneo AK release: nt; XiGFP reactiv: 0.0

Among those listed so far, these have two or more sulfur atoms.
SMILES	LGR2 antag	PGC1a acetyl inh	S100A4 inh HTS	C2C12 statin	ERAP1 inh	SIRT5 block	Cneo AK release	XiGFP reactiv
O=C(N=C1SC2CS(=O)(=O)CC2N1Cc1ccccc1Cl)C1CCCO1 (stereo unspecified)	12	5	-3	14	-4	-7	0	-0.1
CCC(C)C(=O)Nc1nc(C)c(-c2csc(Nc3ccc(Cl)cc3)n2)s1 (stereo unspecified)	9	-11	3	-44	2	nt	0	0.0
